M4 antag: human M4 muscarinic receptor antagonists, primary screen, CHO cells, Fluo-8 calcium fluorescence | Muscarinic acetylcholine receptor M4 (Homo sapiens), P08173 | CHO-hM4 cells, ACh EC80 | inhibition, % at 3 µM | 360,000 compounds, 0.73% hits | AID 624125, 2012;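 active = inhibition above its plate's cutoff, the mean inhibition of sample wells plus 3 SD, cut at about 27% in these data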;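 also: 0% = acetylcholine EC80 with DMSO and 100% = DMSO without agonist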
Target sequence (P08173 whole entry, looked up): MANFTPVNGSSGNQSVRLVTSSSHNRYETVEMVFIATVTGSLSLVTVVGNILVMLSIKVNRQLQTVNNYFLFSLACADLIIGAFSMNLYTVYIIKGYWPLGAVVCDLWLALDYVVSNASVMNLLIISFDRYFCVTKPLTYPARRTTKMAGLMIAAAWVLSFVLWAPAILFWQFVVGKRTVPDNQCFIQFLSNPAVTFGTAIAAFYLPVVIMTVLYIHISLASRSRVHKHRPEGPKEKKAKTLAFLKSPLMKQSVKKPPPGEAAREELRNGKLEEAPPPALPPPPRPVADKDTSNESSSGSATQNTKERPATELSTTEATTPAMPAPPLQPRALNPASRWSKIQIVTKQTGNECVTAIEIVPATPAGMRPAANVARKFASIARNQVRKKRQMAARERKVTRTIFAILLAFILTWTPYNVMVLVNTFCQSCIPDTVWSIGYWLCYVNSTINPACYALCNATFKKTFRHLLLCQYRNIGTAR
M4 ag: human M4 muscarinic receptor agonists, primary screen, CHO-K1 cells, Fluo-8 calcium fluorescence; Muscarinic acetylcholine receptor M4 (Homo sapiens), P08173; CHO-K1 hM4/Gqi5; vehicle 0%, full acetylcholine response 100%; activation, % at 3 µM; 360,000 compounds, 0.14% hits; AID 624127, 2012;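 active = activation above the run mean over all test wells plus 3 SD, cut at about 32% in these data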;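 also: peak over basal fluorescence ratio per well then scaled between controls; 0% = DMSO wells and 100% = acetylcholine at EC100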
CHO-K1 Ca ag: counter-screen for M1 agonists: effect in parental CHO-K1 cells. Fluo-8 calcium fluorescence; scaled to maximal ATP response, vehicle zero. activation, % at 3 µM. 360,000 compounds, 0.48% hits; in the data active = activation above about 15%;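 also: untransfected CHO-K1 host cells lacking M1 receptor as counterscreen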
CHO parental Ca: ATP-evoked calcium signal inhibitors, parental CHO, primary screen, counter-screen for OX1R antagonist project, cell-based, fluorescence, Fluo-8 calcium dye; inhibition, % at 5.6 µM; AID 463079, 2010; 330,000 compounds, 0.63% hits; parental CHO-K1, ATP-induced calcium, Fluo-8 fluorescence;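 active = inhibition above that plate's mean sample inhibition plus 3 SD, cut at about 26% in these data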;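 also: 0% = ATP-challenged DMSO wells and 100% = DMSO wells without ATP; some compounds past the cut are filed as inactive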
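Measured by: calcium-sensitive Fluo-8 fluorescence / Test system: CHO parental line / Controls: ATP-challenged DMSO wells low, unchallenged DMSO wells high / Measure: % inhibition / Compound: single nominal dose of 5.6 µM per compound / Replicates: single well per compound, no replicates / Reagent: ATP as calcium-mobilizing challenge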
M1 PAM: human M1 muscarinic receptor positive allosteric modulators, primary screen, CHO-K1 cells, Fluo-8 calcium fluorescence, 1536-well; Muscarinic acetylcholine receptor M1 (Homo sapiens), P11229; CHO-K1 hM1, ACh EC20; 0% = ACh EC20, 100% = maximal ACh; activation, % at 3 µM; 360,000 compounds, 0.088% hits; in the data active = activation above about 19%, passing the limit was not always enough
Target sequence (P11229 whole entry, looked up): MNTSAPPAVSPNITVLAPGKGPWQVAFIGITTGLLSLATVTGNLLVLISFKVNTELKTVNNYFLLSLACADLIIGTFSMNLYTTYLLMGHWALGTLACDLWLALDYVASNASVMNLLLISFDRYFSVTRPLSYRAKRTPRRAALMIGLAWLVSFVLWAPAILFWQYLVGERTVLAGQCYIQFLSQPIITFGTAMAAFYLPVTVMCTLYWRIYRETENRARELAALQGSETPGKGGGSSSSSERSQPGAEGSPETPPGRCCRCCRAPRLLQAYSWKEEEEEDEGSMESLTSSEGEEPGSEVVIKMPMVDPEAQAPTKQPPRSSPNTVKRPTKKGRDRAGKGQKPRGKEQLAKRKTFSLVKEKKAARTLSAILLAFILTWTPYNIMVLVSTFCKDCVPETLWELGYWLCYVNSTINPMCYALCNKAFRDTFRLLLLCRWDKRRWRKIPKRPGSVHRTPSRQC
CHRM1 antagonist: human M1 muscarinic receptor antagonists, primary screen, CHO-K1 cells, Fluo-8 calcium fluorescence, 1536-well; Muscarinic acetylcholine receptor M1 (Homo sapiens), P11229; CHO-K1 hM1, ACh EC80 antagonist; inhibition, % at 3 µM; 360,000 compounds, 1.3% hits;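 active = percent inhibition above its own plate's cutoff, namely the mean of that plate's compound wells plus 3 SD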;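 also: peak over basal fluorescence ratio during 140 s after agonist addition; 0% = ACh EC80 plus DMSO and 100% = DMSO alone without agonist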
M1 ag: human M1 muscarinic receptor agonists, primary screen, Fluo-8 calcium fluorescence, CHO-K1 cells, HTS. Muscarinic acetylcholine receptor M1 (Homo sapiens), P11229. CHO-K1 hM1, agonist mode; 0% DMSO, 100% acetylcholine EC100. activation, % at 3 µM. 360,000 compounds, 0.33% hits. AID 588814, 2011;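 active = activation above the run's mean compound activation plus 3 SD, cut at about 16% in these data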;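 also: peak over basal fluorescence ratio within a 140 s kinetic read after compound addition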
OXTR potentiator: human OXTR potentiators, primary screen, fluorescence, CHO-OTR cells, Fluo-8 calcium | Oxytocin receptor (Homo sapiens), P30559 | Fluo-8 calcium fluorescence, potentiator mode; 0% = oxytocin EC15, 100% = EC100 | activation, % at 3 µM | 320,000 compounds, 0.061% hits;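 active = activation above that plate's cutoff, the mean activation of tested compounds plus 3 SD, cut at about 6.6% in these data, passing the limit was not always enough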;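 also: 100% uses oxytocin at 75 nM as the full agonist control; some results filed as inactive read as strong as hits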
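Replication – single well per compound, singlicate · Assay system – CHO cell line stably expressing human OTR · Timing – 6 min pre-incubation, 100 s read · Measure – normalized max/min fluorescence ratio, % activation · Doses – 3.0 µM, one dose · Detection – Fluo-8 calcium dye fluorescence · Probe or stimulus – oxytocin near EC15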
CHO-K1 Ca antag: M1 antagonist counterscreen hit in parental CHO-K1 cells | ATP-induced calcium, Fluo-8 fluorescence | inhibition, % at 3 µM | 360,000 compounds, 0.6% hits;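 active = inhibition above a per-plate cutoff, the plate's mean sample inhibition plus 3 SD, cut at about 24% in these data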;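 also: 0% = DMSO plus EC80 ATP and 100% = DMSO alone without ATP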
* = called active by the depositor; x = not tested or not shown. The order is random; 2.9% or so of the library scored in one or more.

SMILES	M4 antag	M4 ag	CHO-K1 Ca ag	CHO parental Ca	M1 PAM	CHRM1 antagonist	M1 ag	OXTR potentiator	CHO-K1 Ca antag
CCOC(=O)c1ccc(NC(=S)N(CCCN2CCN(C)CC2)Cc2cccs2)cc1	3.2	2.2	1.4	-6.1	-2.4	12.3	-2.4	-7.3	-0.4
CC1(C)C2CCC1(C)C1(C2)NC(=O)c2ccccc2O1 (stereo not given)	-5.3	-0.7	-0.1	-4.9	3.6	4.4	-9.4	-8.6	-11.0
O=C(Nc1cc(Cl)ccc1N1CCCCC1)c1cccs1	-9.5	-0.8	0.4	20.6	0.4	-18.3	-3.5	-0.4	-13.0
COc1cc(/C=N/NC(=O)c2ccc(Cl)c(S(N)(=O)=O)c2)ccc1OCC(N)=O	3.4	0.4	-0.4	-6.2	15.5	-22.9	0.8	-1.5	-3.5
C/C(=N\Nc1cc(C)nc(-c2ccccc2)n1)c1cccc([N+](=O)[O-])c1	-1.6	0.8	1.0	-27.3	-0.8	-5.1	-4.9	-3.4	-8.6
O=C(CCSc1ccc(Cl)cc1)Nc1cccnc1	-11.5	2.6	2.5	-13.5	12.5	-3.0	-5.1	-3.8	-14.3
COC(C[C@H]1O[C@H]1[C@H](O)[C@@H](C)OCc1ccccc1)OC	-19.8	1.7	0.2	x	2.4	3.1	-3.7	x	-13.0
CCOC(=O)CN1C(=O)S/C(=C\c2ccc(-c3cccc(C(=O)O)c3C)o2)C1=O	4.3	-0.6	0.4	-1.0	2.6	-2.9	-2.1	-1.9	-12.1
O=C(CN(CC1CCCO1)S(=O)(=O)c1ccc(S(=O)(=O)NC2CC2)cc1)Nc1ccccc1 (stereo not given)	-6.2	3.4	1.5	-16.2	-1.2	-3.9	-3.4	-10.4	-17.0
CC1CCN(C(=O)CCNC(=O)Cn2cnc3sc4c(c3c2=O)CCCC4)CC1	-4.6	1.3	-0.1	-17.1	9.7	-6.5	-2.4	-5.3	-2.6

Only CHO-K1 Ca ag (3 entries from above):
Molecule | CHO-K1 Ca ag
O=C(CCSc1ccc(Cl)cc1)Nc1cccnc1 | 2.5
COC(C[C@H]1O[C@H]1[C@H](O)[C@@H](C)OCc1ccccc1)OC | 0.2
CCOC(=O)CN1C(=O)S/C(=C\c2ccc(-c3cccc(C(=O)O)c3C)o2)C1=O | 0.4

Carrying on.
SMILES	M4 antag	M4 ag	CHO-K1 Ca ag	CHO parental Ca	M1 PAM	CHRM1 antagonist	M1 ag	OXTR potentiator	CHO-K1 Ca antag
COc1ccc(CNC(=O)[C@H](C)NC(=O)C2CC(=O)N(c3ccc4c(c3)OCO4)C2)cc1 (stereo not given in full)	-8.6	1.4	-0.4	-8.9	15.6	-5.3	3.3	13.7*	2.1
O=C(OCC1CC(c2ccccc2)=NO1)c1ccc(Cl)cc1 (stereo not given)	-2.7	0.9	1.1	-6.4	6.5	-7.9	0.6	-4.3	-12.8
CCOC(=O)[C@@H]1[C@H]2COc3ccccc3[C@@H]2N2C(=O)N(c3cccc(Cl)c3)C(=O)[C@]12C	0.1	0.3	0.1	-28.9	9.7	-8.9	-1.0	2.6	-10.1
COc1ccccc1NCCC(=O)OCC(=O)NC1CC1	-2.0	0.2	0.5	-2.5	1.9	-1.6	-5.7	0.4	3.4
Cc1ccc(C2NC(=O)c3c(sc4c3CCN(C)C4)N2)s1 (stereo not given)	5.9	8.5	0.7	5.1	4.6	-10.4	-8.5	-3.8	-15.4
COC(=O)c1ccccc1NC(=O)c1ccc(Cn2cc(Cl)cn2)o1	-16.1	1.4	0.1	-9.5	2.8	-27.2	-2.9	-0.2	-9.8
Cn1cc(Br)c(C(=O)N2CCN(c3cccc(Cl)c3)CC2)n1	2.3	2.6	0.8	-7.8	6.1	-6.6	-1.0	-12.3	0.5
CCc1ccc(C(=O)NC(=S)Nc2ccccc2N2CCOCC2)cc1	-2.6	-0.8	-0.7	-5.1	5.7	-7.1	-4.3	-6.6	2.0
CC1CCCC(C)N1C(=O)COC(=O)CNC(=O)C12CC3CC(CC(C3)C1)C2 (stereo not given)	12.2	2.4	0.7	-13.7	5.8	-6.2	-1.1	-2.7	-2.6
CCCc1ccc2oc(C(=O)N(C)CCn3ccnc3C)c(C)c2c1	-9.2	2.2	2.5	-4.4	-1.4	-10.5	-7.7	-2.7	-2.5
O=C(N/N=C/c1ccc(-c2cccc([N+](=O)[O-])c2)o1)[C@H]1C[C@@H]1c1ccccc1	8.1	-0.1	0.3	-9.6	10.0	-12.0	-7.6	-0.5	-5.6
COc1cc(C(=O)N[C@@H](Cc2c[nH]c3ccccc23)C(=O)O)cc(OC)c1OC	0.0	0.3	0.8	3.2	8.2	-4.7	-0.1	4.8	-2.0
CC(C)(C)C1CCC(OC(=O)C[N+]2(C)CCCC2)CC1 (stereo not given)	-1.8	0.3	0.5	-2.4	1.1	8.6	-5.6	-11.4	-10.8
Nc1cc(=O)[nH]c(SCC(=O)Nc2cccc(Cl)c2Cl)n1	-1.1	0.4	7.3	-1.0	-2.1	2.1	-13.5	-9.0	5.1
Cc1nc2sc(-c3ccccc3)cc2c(=O)n1N	-3.2	1.4	0.3	-1.0	13.4	-9.8	1.2	-9.6	-13.0
COc1ccc(-c2nnc(SCC(=O)N3CCN(c4ccccc4)CC3)o2)cc1OC	-10.8	0.8	0.0	-2.3	13.6	-0.4	8.8	3.3	13.8
Oc1ccc(/C=N/NC(=S)N/N=C/c2ccc(O)cc2)cc1	9.9	0.2	0.5	-1.4	-2.5	9.3	-1.5	4.0	8.7
O=C(CS(=O)(=O)Cc1ccccc1)Nc1ccc(Br)cc1F	2.8	1.3	-0.1	-15.1	8.0	-14.0	-0.8	-4.3	12.2
CN(C)c1ccc(/C=C/c2c([N+](=O)[O-])c(=O)n(C)c(=O)n2C)cc1	2.7	0.8	-0.3	x	-2.1	3.9	-1.7	x	-8.6
COc1ccc2[nH]cc(C(=O)CCl)c2c1	-9.9	0.8	0.0	-5.4	6.5	-10.1	-2.1	0.9	-19.0
Cc1ccc(-c2cc(-c3ccc(C)cc3O)[nH]n2)cc1	-12.9	1.4	0.3	-16.0	6.8	-11.9	-0.5	-4.8	-5.1
COCc1ccc(CN2CCCC(CO)(Cc3ccccc3)C2)o1 (stereo not given)	11.7	1.4	0.6	-20.0	6.1	-1.2	-13.6	4.9	-13.4
CN(CCOCCOc1ccc(F)cc1)Cc1ccccc1	-6.9	2.0	1.6	-11.6	3.2	-12.2	-8.5	-16.2	-16.3
Cc1cccc(C(C)C)c1NC(=O)CN1C(=O)NC2(CCc3ccccc32)C1=O (stereo not given)	-18.3	0.4	0.1	-20.6	4.0	-3.8	-1.8	-10.1	0.3
Cc1cccc(C=CC(=O)c2ccccc2)c1	5.6	-0.1	-0.2	x	-1.4	0.4	-3.4	x	-3.6
CCCCSc1nc(C)c(CC(=O)O)c(=O)[nH]1	14.5	0.8	-0.3	-1.8	0.7	2.7	-2.3	-0.9	0.1
COC(=O)c1cnn2c(C(F)(F)F)cc(-c3ccco3)nc12	-19.4	-0.2	0.0	-4.6	1.9	-7.5	-3.1	-12.8	-3.0
O=c1[nH]c(CO)nc2c1oc1ccccc12	9.7	0.0	0.3	2.3	5.5	-6.6	-2.8	-0.5	-9.0
CN(C(=O)CSc1nc2ccc(Br)cc2c(=O)n1Cc1ccco1)C1CCS(=O)(=O)C1 (stereo not given)	3.4	0.1	0.6	-18.2	4.0	-6.7	-3.1	-16.4	-15.9
O=C(O)c1cccc2cc(-c3ccccc3)oc(=O)c12	-5.1	-0.3	4.3	-6.2	4.0	-2.8	-4.3	1.0	2.9
Cn1c(=O)c2c(nc(Br)n2Cc2ccc3ccccc3c2)n(C)c1=O	1.8	2.4	2.8	-1.4	-5.2	3.3	1.5	-6.5	-7.3
CCC(C(=O)OCC(=O)Nc1c(C)n(C)n(-c2ccccc2)c1=O)c1ccccc1 (stereo not given)	7.1	1.3	1.6	-7.9	-7.5	25.3	-5.8	3.3	13.8
FC(F)Sc1ccc(NC(=S)NC2CCC(NC(=S)Nc3ccc(SC(F)F)cc3)CC2)cc1 (stereo not given)	-2.6	0.1	-0.1	-5.5	-2.1	-11.9	-1.6	-14.6	0.5
Cc1ccc(NC(=O)CN2C(=O)c3ccccc3S2(=O)=O)cc1C	-31.3	8.7	3.2	-12.3	1.7	3.8	-2.8	-7.2	-7.3
CCOCCCNC(=O)Cc1ccc(OC)c(OC)c1	1.2	0.4	0.3	-20.7	7.4	-7.3	-0.1	-7.5	1.2
COc1ccc(CCC(=O)Nc2ncc(C)s2)cc1	-0.1	1.8	0.9	-9.7	2.1	0.3	-1.1	-1.3	-2.4
COc1ccc(Cl)cc1NC(=S)N(Cc1ccccc1C)CC1CCC(C(=O)O)CC1 (stereo not given)	2.7	1.8	-0.4	-0.4	16.8	-7.1	0.5	-13.7	-7.4
c1ccc2c(-c3nnc4n3CCCCC4)c[nH]c2c1	-21.6	3.1	1.6	-9.7	-2.0	1.6	-9.2	-4.8	-6.4
CCN(Cc1ccncc1)C(=O)CC1C(=O)NCCN1Cc1ccc(F)c(F)c1 (stereo not given)	-1.9	0.6	0.3	-7.7	3.2	-4.5	-4.7	-10.1	2.9
O=C(N/N=C/c1ccc(N2CCOCC2)cc1)C1CC1	-4.8	0.9	7.0	-2.4	12.6	-3.8	-6.1	3.0	4.3
Cc1nc(N2CCN(Cc3ccc4c(c3)OCO4)CC2)[nH]c(=O)c1C	-3.1	0.8	-0.3	x	-0.2	-5.5	-2.2	x	-3.7
Cc1[nH][nH]c(=O)c1C=NCc1ccc(Cl)cc1	-1.9	0.4	0.4	-2.2	11.2	-8.4	-5.1	-2.7	-3.3
S=C(Nc1ccccc1)Nc1ccc(OCc2ccccc2)cc1	9.8	1.3	-0.3	-4.2	3.5	-7.5	-4.0	-20.8	26.2*
Cc1cccnc1C(NC(=O)C1CCN(Cc2ccc(Cl)cc2)CC1)c1ccc(F)cc1 (stereo not given)	-0.1	5.1	1.0	x	-19.0	22.1	-8.4	x	-5.4
COc1ccc(CCNCC(=O)Nc2ccc(C(=O)N3CCCCC3)cc2)cc1	-0.9	4.9	6.5	-1.7	3.4	-8.6	-4.2	-2.1	-12.9

Compound activity deposited in PubChem by The Scripps Research Institute Molecular Screening Center.
